Screening results: PubChem, several laboratories
PLAP inhibition = inhibition of human placental alkaline phosphatase – biochemical, luminescence, HTS (AID 690); 96,000 tested, 0.08% active; inhibition, % at 20 µM; hits with a dose series show IC50 in µM; purified PLAP, luminescent substrate; higher % means a stronger effect; in the data active means a potency from the dose series; inactive means the rest, 99 in 100 with inhibition below about 30%; further: strong numbers were not always called active
MRP resist rev = reverses drug resistance mediated by MRP; H69AR cells + 2 uM doxorubicin, CellTiter-Glo, 72 h; differential viability (reversal), % at 10 µM; 85,000 tested, 0.04% active; AID 602;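 active means viability drop by adding the cancer drug above about 55%, with treated viability meeting a 40% cutoff, limit read from the data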;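 further: viability without doxorubicin minus viability with 2 µM doxorubicin for each compound; larger differential means the compound sensitizes cells more to doxorubicin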
NFkB transloc pot = enhances IL-1B driven NFkB nuclear translocation | HUVEC IL-1B NFkB p65 nuclear translocation imaging | activation, % at 2 µM | 94,000 tested, 0.3% active;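 active means activation above 40%, about the mean plus 3 SD, also judged a hit on visual image review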;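 further: percent activation is computed from the nuclear over cytoplasmic p65 intensity ratio; values of inactives mirror those of a sister screen read the other way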
NFkB transloc inh = blocks IL-1B driven NFkB nuclear translocation in HUVEC cells; HUVEC IL-1B NFkB p65 nuclear translocation imaging; inhibition, % at 2 µM; 94,000 tested, 0.43% active;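 active means inhibition above about 30% together with a positive call from visual inspection of the well image, limit read from the data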;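 further: nuclear over cytoplasmic p65 intensity ratio measured by imaging; 0% = IL-1B stimulated DMSO wells and 100% = unstimulated DMSO wells; values of inactives mirror those of a sister screen read the other way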
Bcl-B displacement = displacers of TR3 peptide from Bcl-B, primary screen, selectivity assay for Bfl-1 inhibitor project, biochemical, fluorescence polarization; one-dose displacement, % at 20 µM; IC50 in µM for titrated hits; 96,000 tested, 0.11% active; AID 748; FP displacement of FITC-TR3 peptide from Bcl-B; higher % means a stronger effect;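 active means displacement above 50% at 20 µM plus a fluorescence interference ratio under 1.5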;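 further: plate controls were wells without compound for no effect and wells lacking Bcl-B protein for full effect; a part of the inactive calls stands beside numbers as strong as those of hits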
MRP resist rev cytotoxicity = also measured in MRP resist rev; calls as there; viability, %; H69AR cells, CellTiter-Glo, 72 h; measured here: cytotoxicity without doxorubicin
MRP resist rev with doxorubicin = second read-out of MRP resist rev, no call of its own (marks repeat the call); viability, %; measured here: viability with 2 uM doxorubicin; stronger effect = lower value
NFkB transloc inh cell count 2 µM = second read-out of NFkB transloc inh, no call of its own (marks repeat the call); cell count; measured here: cells passing quality filter;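 raw number of nuclei counted in each imaged well without normalization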
NFkB transloc pot cell count 2 µM = further read-out of NFkB transloc pot, marked with its call; cell count; measured here: cells passing quality filter
The depositor's hits bear a star; x = no result given. The list is partial, so the mix of outcomes need not match the whole.

SMILES	PLAP inhibition	MRP resist rev	MRP resist rev cytotoxicity	MRP resist rev with doxorubicin	NFkB transloc pot	NFkB transloc pot cell count 2 µM	NFkB transloc inh	NFkB transloc inh cell count 2 µM	Bcl-B displacement
Cc1ccc(C(C(=O)NC2CCCC2)N(Cc2ccc3c(c2)OCO3)C(=O)Cc2cccs2)cc1 (configuration not stated)	x	3	64	61	-5	81	5	81	x
O=C(CCCN1CCC(c2ccccc2)C1)c1ccc2c(c1)OCCO2 (configuration not stated)	-55%	14	87	74	-12	122	12	122	-4%
Cc1cc(C)c(C)c(OCC(=O)N2CCCCCC2)c1	12%	12	83	71	0	145	0	145	12%
CCOC(=O)C1=C(N)Oc2cc(C)n(C)c(=O)c2C1c1ccncc1 (configuration not stated)	-6%	3	89	86	x	x	x	x	-2%
CC(=O)CCS(=O)(=O)c1ccc(C)c(C)c1	0%	1	1	1	x	x	x	x	-8%
Cn1c(=O)cc(-c2ccccc2)c2ccccc21	10%	-11	100	111	0	128	0	128	3%
CC(=O)c1c(OC(=O)c2ccc(C)cc2)c2ccccc2n1C	8%	x	x	x	0	122	0	122	19%
Fc1ccc(Nc2ncnc3sc4c(c23)CCC4)cc1	-34%	x	x	x	-4	152	4	152	4%
CSC1=C(C#N)C(c2ccc(Cl)cc2)C2=C(CC(C)(C)CC2=O)N1 (configuration not stated)	-14%	-1	46	47	x	x	x	x	-2%
CN(C(=O)c1cnccn1)c1nnc(-c2cnccn2)s1	2%	-24	70	94	28	101	-28	101	13%
O=C(N/N=C\c1ccc(F)cc1)c1csnn1	8%	x	x	x	27	177	-27	177	-2%
CCCCCN(C(=O)CN(C)Cc1ccc(OC)cc1OC)c1c(N)n(CCCC)c(=O)[nH]c1=O	-143%	x	x	x	5	151	-5	151	5%
Cc1cc(C)cc(NC(=O)c2ccccc2CC[N+](=O)[O-])c1	-3%	x	x	x	-7	107	7	107	4%
COc1ccc(C)cc1-n1c(SCC(=O)Nc2cc(C)on2)nc2sc(C)c(C)c2c1=O	-47%	14	84	69	23	157	-22	157	-6%
Cc1sc2nc(CN3CCCC3)nc(N3CCN(S(=O)(=O)c4cccs4)CC3)c2c1C	-21%	6	67	61	-3	111	3	111	-22%
CCc1nnc(NC(=O)c2c(C)nn(-c3ccccc3)c2Cl)s1	-9%	7	96	89	22	141	-22	141	-9%
O=C(c1ccc(F)cc1)N1CCC(N2CCOCC2)CC1	11%	-4	92	96	-4	182	4	182	4%
CN1CCN(CC#CC(C)(O)C2CC3C=CC2C3)CC1 (configuration not stated)	-56%	12	94	82	x	x	x	x	36%
O=C(CCCN1C(=O)c2ccccc2C1=O)NCCC1=CCCCC1	2%	4	99	95	3	130	-3	130	-1%
COc1ccc(NC(=O)N2CCc3ccccc32)cc1	26%	7	74	67	8	169	-8	169	-2%
COc1cc(C(=O)NCCC(=O)NCCCN2CCCCC2)cc(OC)c1OC	-32%	1	88	87	x	x	x	x	-6%
CCCc1nn(C(=O)c2ccccc2)c2c1C(=O)CC(C)(C)C2	7%	6	91	85	11	225	-11	225	2%
CN(c1ccccc1C(=O)O)S(=O)(=O)c1ccc2c3c(cccc13)C(=O)N2	x	0	89	89	-1	126	1	126	x
CCN(C(=O)CSc1nnc(Cc2cccc3ccccc23)n1N)C1CCS(=O)(=O)C1 (configuration not stated)	-21%	5	87	82	-2	122	2	122	-4%
O=C(CSc1nc(C2CC2)nc2ccccc12)N1CCc2ccccc2C1	2%	x	x	x	4	130	-4	130	1%
CCC(=O)N1CCc2cc(S(=O)(=O)NCCCOC)ccc21	-15%	2	93	90	0	185	0	185	-4%
COc1ccc(-c2cn3c(C)c(C(=O)Nc4cccc(C)n4)sc3n2)cc1	x	-16	55	71	-8	118	8	118	x
COc1cc(CNCCc2ccccc2)ccc1OCC(=O)NC(C)(C)C	-23%	x	x	x	12	183	-12	183	1%
COc1ccc(C2=NOC(C(=O)Nc3c(C)n(C)n(-c4ccccc4)c3=O)C2)cc1OC (configuration not stated)	1%	-15	107	121	-5	170	5	170	8%
CC1(CCc2ccccc2)NC(=O)N(Cc2nnc(-c3ccccc3Br)o2)C1=O (configuration not stated)	-35%	-21	55	77	-6	97	6	97	-7%
COC(=O)c1nnc(-c2ccccc2)nc1OC	21%	x	x	x	10	138	-10	138	1%
CC(C)(C)CNc1cc(N2CCCC2)ccc1[N+](=O)[O-]	18%	x	x	x	4	165	-4	165	5%
O=C(c1ccc(F)cc1)n1ccc(-c2cnc(-c3ccccc3)s2)n1	17%	-1	74	75	11	184	-11	184	0%
COCC(=O)N(Cc1nc2ccccc2c(=O)[nH]1)Cc1cccs1	-36%	12	91	79	-4	173	4	173	0%
Cc1cc(C(=O)Nc2cccc(/C=C/C(=O)O)c2)c(C)o1	-10%	x	x	x	-6	112	6	112	14%
O=C1C=C(O)CC(c2ccc(Cl)c(Cl)c2)C1 (configuration not stated)	4%	3	101	99	7	118	-7	118	-6%
O=C(Oc1ccc(=O)n(-c2ccccc2)n1)c1ccc(Cl)cc1	-6%	x	x	x	-3	135	3	135	-3%
Cc1cccc(C(=O)NC2CC3CCCC(C2)N3S(=O)(=O)c2ccccc2)c1 (configuration not stated)	-77%	-19	68	87	19	113	-19	113	0%
CN(C)c1ccc(-c2nn3c(C4CCCCC4)nnc3s2)cc1	-67%	3	86	83	20	126	-20	126	2%
Cc1cc(C)c2nc(N3CCN(C)CC3)c(C#N)cc2c1	-49%	6	91	85	-7	90	7	90	5%

In another format: 3 of the compounds above
O=C(CCCN1C(=O)c2ccccc2C1=O)NCCC1=CCCCC1
  PLAP inhibition: 2% | MRP resist rev: 4 | MRP resist rev cytotoxicity: 99 | MRP resist rev with doxorubicin: 95 | NFkB transloc pot: 3 | NFkB transloc pot cell count 2 µM: 130 | NFkB transloc inh: -3 | NFkB transloc inh cell count 2 µM: 130 | Bcl-B displacement: -1%
CSC1=C(C#N)C(c2ccc(Cl)cc2)C2=C(CC(C)(C)CC2=O)N1 (configuration not stated)
  PLAP inhibition: -14% | MRP resist rev: -1 | MRP resist rev cytotoxicity: 46 | MRP resist rev with doxorubicin: 47 | NFkB transloc pot: x | NFkB transloc pot cell count 2 µM: x | NFkB transloc inh: x | NFkB transloc inh cell count 2 µM: x | Bcl-B displacement: -2%
CN1CCN(CC#CC(C)(O)C2CC3C=CC2C3)CC1 (configuration not stated)
  PLAP inhibition: -56% | MRP resist rev: 12 | MRP resist rev cytotoxicity: 94 | MRP resist rev with doxorubicin: 82 | NFkB transloc pot: x | NFkB transloc pot cell count 2 µM: x | NFkB transloc inh: x | NFkB transloc inh cell count 2 µM: x | Bcl-B displacement: 36%

Continuation.
SMILES	PLAP inhibition	MRP resist rev	MRP resist rev cytotoxicity	MRP resist rev with doxorubicin	NFkB transloc pot	NFkB transloc pot cell count 2 µM	NFkB transloc inh	NFkB transloc inh cell count 2 µM	Bcl-B displacement
COc1ccc(-n2c(COc3ccc(C)cc3)nnc2SCc2ccc(C#N)cc2)cc1	-9%	-12	87	99	-24	179	24	179	3%
Cc1[nH]c2ccccc2c1SCCNC(=O)c1ccc(Br)o1	x	3	97	94	-12	105	12	105	x
COCCN=C1Sc2nc3ccc(C)cc3cc2CN1Cc1ccco1	-100%	x	x	x	2	143	-2	143	0%
CN(Cc1ccccc1)S(=O)(=O)c1ccc(NC(=O)C2CCCO2)cc1 (configuration not stated)	6%	2	80	79	x	x	x	x	-4%
CCCCNC(=O)c1c(N)n(/N=C/c2ccccn2)c2nc3ccccc3nc12	-24%	x	x	x	3	107	-3	107	-23%
Cc1ccc(N)cc1-n1c(C)ccc1C	-37%	7	92	85	-4	113	4	113	4%
Cc1ccc2c(c1)CCCN2C(=O)Nc1ccc2c(c1)OCO2	-3%	17	80	63	2	120	-2	120	-9%
Clc1ccccc1C1CC(c2ccccc2)Nc2ncnn21 (configuration not stated)	-4%	x	x	x	3	47	-3	47	-1%
Cc1ccc(OCC(=O)N2N=C(C(F)(F)F)CC2(O)C(C)(C)C)cc1C (configuration not stated)	-34%	7	93	86	14	200	-14	200	5%
CCC(CC)C(=O)Nc1cccc(C(=O)N2CCCCCC2)c1	-2%	-12	82	94	4	122	-4	122	-4%
COc1cnc(-c2ccccc2)nc1Oc1ccc(C(C)(C)C)cc1	-14%	x	x	x	-12	184	12	184	6%
Cc1csc(N(C(=O)c2cccc(S(=O)(=O)N(C)C)c2)c2ccccc2)n1	-37%	-8	64	72	4	118	-4	118	-9%
CCCCCCC(=O)Nc1nc(C)c(-c2csc(Nc3cccc(OC)c3)n2)s1	2%	x	x	x	-16	172	16	172	-23%
COc1cccc(Oc2cncnc2-c2ccc(OC)cc2O)c1	-24%	-13	73	86	5	134	-5	134	2%
COC(=O)c1ccccc1OCC(=O)NC1CCCCC1	-44%	-4	96	100	-11	108	11	108	0%
COc1ccc(CCNC(=O)CCNS(=O)(=O)c2cccc3nsnc23)cc1OC	-22%	2	88	87	x	x	x	x	-3%
COc1cc(S(=O)(=O)N(Cc2cccs2)C2CC2)ccc1-n1cnnn1	x	-10	68	78	-8	120	8	120	x
CCOC(=O)/C(=N\Nc1cc(C(F)(F)F)ccc1Cl)N(CC)CC	-12%	x	x	x	3	162	-4	162	3%
COc1ccc(C2CC(=O)C=C(NCCC(C)C)C2)cc1 (configuration not stated)	x	6	88	82	52*	104*	-52	104	x
COc1ccc(Br)cc1C(=O)Nc1ccc(NC(=O)c2ccco2)cc1	-8%	6	65	60	1	169	-1	169	-2%
COC(=O)c1cn(NC(=O)c2cccc(F)c2)c(=O)c2ccccc12	9%	21	101	80	29	163	-29	163	9%
Cc1ccccc1NC1=C(Cl)C(=O)OC1NC(=O)c1ccccc1 (configuration not stated)	-17%	3	64	61	21	53	-21	53	-7%
O=C(Sc1nnc(-c2ccccc2)o1)N1c2ccccc2Sc2ccccc21	x	4	40	36	-5	160	5	160	x
COc1ccccc1N1CCN(c2nc3ccccn3c(=O)c2C=O)CC1	-16%	x	x	x	7	117	-8	117	2%
CCOc1ccccc1-n1nnnc1SCc1nc2ccccc2s1	10%	-13	94	107	19	115	-19	115	-8%
CCN(CC)c1ccc(NC(=O)Cn2cc3c(n2)CCC(C)C3)c(C)c1 (configuration not stated)	-30%	-20	70	90	x	x	x	x	0%
CCn1c(SCC(=O)NC2CCCc3ccccc32)nnc1-c1cccs1 (configuration not stated)	7%	6	75	70	-1	103	1	103	5%
CCOCCn1c(N2CCN(c3ccc(OC)cc3)CC2)nc2c1c(=O)n(C)c(=O)n2C	-74%	-2	82	83	5	169	-5	169	14%
CCOc1ccc(C2C(C(=O)Nc3ccc(F)cc3)=C(C)Nc3nc(CCCO)nn32)cc1 (configuration not stated)	-31%	-43	42	85	-4	199	4	199	7%
CCOC(=O)Nc1ccc(S(=O)(=O)NCc2ccccc2)cc1	-8%	x	x	x	-12	123	12	123	-2%
Cc1csc(NC(=O)CSc2nnc3c4ccccc4nc(C(C)(C)C)n23)n1	-1%	x	x	x	-6	128	6	128	0%
COc1cc(OC)c(C2C(C#N)=C(N)Oc3cc(C)n(CCCN4CCOCC4)c(=O)c32)cc1OC (configuration not stated)	3%	-11	80	91	24	191	-24	191	-1%
O=C(CN1C(=O)CSC1=O)Nc1ccccc1N1CCOCC1	14%	0	94	94	-10	106	10	106	-7%
O=C(O)c1ccccc1S(=O)CCO (configuration not stated)	-13%	9	103	95	19	178	-19	178	1%
COc1cccc(-n2c(CNc3ccc(F)cc3)nnc2SCC(N)=O)c1	-35%	8	94	86	13	131	-13	131	1%
CNC(=O)Nc1cc(C(C)(C)C)no1	6%	1	101	99	14	190	-14	190	-5%
CSc1nc(-c2ccco2)nn1S(=O)(=O)c1ccccc1	1%	7	91	84	8	115	-8	115	-1%
CCC(C)NC(=O)Cn1cnc2sc(C)cc2c1=O (configuration not stated)	-14%	x	x	x	19	147	-19	147	2%
c1csc(-c2csc(-c3cccs3)n2)c1	17%	11	98	87	18	127	-18	127	-2%

Entries of single compounds, looked up by structure. Order of values: PLAP inhibition, MRP resist rev, MRP resist rev cytotoxicity, MRP resist rev with doxorubicin, NFkB transloc pot, NFkB transloc pot cell count 2 µM, NFkB transloc inh, NFkB transloc inh cell count 2 µM, Bcl-B displacement
CCC(C)NC(=O)Cn1cnc2sc(C)cc2c1=O (configuration not stated) is listed with -14%, x, x, x, 19, 147, -19, 147, 2%
COc1cccc(-n2c(CNc3ccc(F)cc3)nnc2SCC(N)=O)c1 is listed with -35%, 8, 94, 86, 13, 131, -13, 131, 1%
